Screens as filed in PubChem BioAssay.
Mito fusion act: blocks mitochondrial division or promotes mitochondrial fusion | 320,000 compounds, 0.23% hits | S. cerevisiae fusion-defective mutant growth rescue, CellTiterGlo 48 h | Potency, µM (titrated, usually from 46.1 µM), for the others: at the highest dose growth rescue (activation), actives largely listed as activators | AID 485298;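 also: potency is read from the fitted curve at half-maximal effect; % of control where 0% means no effect; nearly all actives have a fitted effect of over 45% in size; temperature-sensitive fusion mutants such as fzo1-1 at 37 °C on non-fermentable ethanol glycerol medium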
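Luminescent cell viability in 1536-well qHTS format served as the measure of rescued growth in ts fusion-mutant S. cerevisiae cultured on non-fermentable YPEG for 48 hours at 37C.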
CXXC DNA block: inhibitors of human MLL CXXC domain-DNA interaction; Q03164; MLL-CXXC / FITC-HOXA9 DNA fluorescence polarization; Potency, µM (highest dose often 115 µM), without a hit: at the highest dose activity change, negative = inhibition, usual class: inhibitors; 290,000 compounds, 0.037% hits; AID 2662; active = well fitted inhibition curve with a large enough effect in the polarisation, with a control signal flat, not every such curve was filed as active; inconclusive = small, poorly fitted or top-dose-only effect, or effect the other way, or a change in a side signal; inactive = no such curve, though single readings can be large or run the other way; the % refers to the polarisation; also: potency is read from the fitted curve at half-maximal effect
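Purified MLL-CXXC (added from a 7 uM solution) was preincubated 5 min at ambient with pinned compounds in 50 mM Tris-HCl pH 7.5, 50 mM NaCl, 1 mM DTT, 0.05% BSA. Fluorescein-labeled HOX-A9 DNA (50 nM solution) followed, 30 min, then polarization read.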
TCR activator: activators of T cell receptors; Potency, µM (series often up to 9.22 µM), without a hit: at the top dose activation of IL-2 secretion, most hits filed as activators; primary human leukocytes, anti-CD3, IL-2 HTRF, 48 h; 330,000 tested, under 10 active; also: % of control where 0% means no effect
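HTRF read-out of IL-2 secretion: europium cryptate donor excited at 320nm, d2 acceptor emission at 665nm. Cells were primary human leukocytes incubated 48 hr with compounds and a-CD3 beads, supplying TCR signal only.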
MBNL1-CUG inh: inhibitors of human MBNL1 binding to CUG repeat RNA. Q9NR56. TR-FRET MBNL1-His/biotin-(CUG)12 binding, 665/545 ratio. Potency, µM (titrated, usually from 57.5 µM), for inactives: at the top dose activity change, negative = inhibition, actives largely listed as inhibitors. AID 2675. 280,000 compounds, 0.036% hits; active = well fitted inhibition curve with a large enough effect in the signal ratio, with a control signal flat, not every such curve was filed as active; inconclusive = small, poorly fitted or top-dose-only effect, or effect the other way, or a change in a side signal; inactive = no such curve, though single readings can be large or run the other way; the % refers to the signal ratio; also: potency is read from the fitted curve at half-maximal effect; % is scaled to controls: 0 for no effect and ±100 for the full control effect
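TR-FRET between His-tagged MBNL1 and biotin-(CUG)12 RNA, detected with Tb anti-His antibody (0.055 ng/ul) and streptavidin-XL665 (5 nM), 60 min at room temperature. Compounds titrated 92 nM to 58 uM; 665/545 nm ratio normalized to buffer and complex controls.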
a7 integrin act: integrin-mediated muscular dystrophy alleviation activation. alpha7betagal myoblasts, beta-gal FDG fluorescence, 48 h. Potency, µM (top dose mostly 38.3 µM), for the others: at the top dose activation, most hits filed as activators. 350,000 compounds, 0.064% hits. AID 624291;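 also: potency is read from the fitted curve at half-maximal effect; 100% = response of the positive control SU9516; nearly all actives have a fitted effect of over 60% in size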
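alpha7betagal+/- myoblasts (passage 13, 250/well) treated 48 h at 37C with compounds at 1:260 dilution of DMSO stock. Lysed, then beta-galactosidase activity read as FDG fluorescence (ex 480/em 540) after 30 min, with pre-read for autofluorescence.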
TSHR antagonist: antagonists of human thyroid stimulating hormone receptor. 330,000 compounds, 0.2% hits. activity change, negative = inhibition, % at 11.5 µM. TSHR-expressing cells, TSH-stimulated cAMP HTRF, 2 h; stronger effect = lower value;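 active = activity change below a set negative limit, meaning inhibition stronger than a set level, cut at about -70% in these data; inconclusive = activity change between two set negative limits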; also: % is scaled to controls: 0 for no effect and ±100 for the full control effect
Target sequence (P16473 whole entry, looked up): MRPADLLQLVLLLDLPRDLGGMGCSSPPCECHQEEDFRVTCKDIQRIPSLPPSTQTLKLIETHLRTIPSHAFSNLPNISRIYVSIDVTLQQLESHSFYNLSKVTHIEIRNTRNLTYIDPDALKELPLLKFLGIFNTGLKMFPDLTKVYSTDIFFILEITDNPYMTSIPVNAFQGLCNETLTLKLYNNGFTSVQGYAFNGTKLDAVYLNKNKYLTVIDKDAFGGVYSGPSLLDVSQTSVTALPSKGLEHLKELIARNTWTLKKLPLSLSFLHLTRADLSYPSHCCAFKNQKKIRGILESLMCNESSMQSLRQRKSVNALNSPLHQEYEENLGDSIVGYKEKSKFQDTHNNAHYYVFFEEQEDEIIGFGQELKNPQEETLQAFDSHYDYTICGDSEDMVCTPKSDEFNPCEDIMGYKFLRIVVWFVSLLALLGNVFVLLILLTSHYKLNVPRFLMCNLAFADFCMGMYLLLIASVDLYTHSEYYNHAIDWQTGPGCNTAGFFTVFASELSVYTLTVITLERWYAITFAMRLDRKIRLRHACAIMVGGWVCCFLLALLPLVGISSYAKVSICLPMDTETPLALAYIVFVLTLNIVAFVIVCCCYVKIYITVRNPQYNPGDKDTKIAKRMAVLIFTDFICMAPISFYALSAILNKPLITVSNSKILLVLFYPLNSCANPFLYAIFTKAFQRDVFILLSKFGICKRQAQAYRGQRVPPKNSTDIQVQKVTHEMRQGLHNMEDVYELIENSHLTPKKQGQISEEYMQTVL
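TSHR-expressing cells were treated with compounds, then stimulated with TSH at EC80 (4nM final) for 2 hours at 37 deg C. Cellular cAMP was measured by HTRF competition between lysate cAMP and cAMP-d2 for a cryptate-labelled anti-cAMP antibody.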
TSG101-PTAP inh: blocks PTAP/TSG101 interaction to inhibit HIV-1 budding. 340,000 tested, under 10 active. Potency, µM (titrated, usually from 115 µM), for the others: at the top dose activity change, negative = inhibition, most hits filed as inhibitors. Fluorescence polarization, FITC-PTAP peptide / Tsg101 binding. Q99816; active = well fitted inhibition curve with a large enough effect in the main read-out, with a control signal flat, not every such curve was filed as active; inconclusive = small, poorly fitted or top-dose-only effect, or effect the other way, or a change in a side signal; inactive = no such curve, though single readings can be large or run the other way; also: potency is read from the fitted curve at half-maximal effect; % of control where 0% means no effect
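Tsg101 binding domain (10 uM final) was mixed with compound and a FITC-labeled PTAP peptide (50 nM final) in HEPES pH 7.5 buffer with NaCl, Tween 20, EDTA and TCEP; fluorescence polarization was read after 20 min at r.t.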
ASM inhibitor: blocks human secretory acid sphingomyelinase; 340,000 compounds, 0.006% hits; Potency, µM (highest dose often 57.5 µM), for the others: at the top dose activity change, negative = inhibition, most hits filed as inhibitors; P17405; placental ASM, HMU-PC fluorogenic substrate, 60 min; also: potency is read from the fitted curve at half-maximal effect
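qHTS format. ASM enzyme prepared from human placenta hydrolyses the fluorogenic substrate HMU-PC0 (9 uM final) over 60 min at 37 °C after a 10 min compound preincubation.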
Menin-MLL TR inh: menin-MLL binding inhibition, Texas Red mutant peptide; Menin + Texas Red MLL mutant peptide, fluorescence polarization; Potency, µM (doses to about 61.6 µM), inactives show top-dose FP activity change, negative = inhibition, usual class: inhibitors; 270,000 compounds, 0.23% hits; active = well fitted inhibition curve with a large enough effect in the polarisation, with a control signal flat, not every such curve was filed as active; inconclusive = small, poorly fitted or top-dose-only effect, or effect the other way, or a change in a side signal; inactive = no such curve, though single readings can be large or run the other way; the % refers to the polarisation; also: potency is read from the fitted curve at half-maximal effect; % of control where 0% means no effect; many of its hits are not listed in these tables
AT treatment: candidate therapy for ataxia-telangiectasia; […] A-T fibroblasts, KAP-1 phosphorylation AlphaLISA; neocarzinostatin DNA damage 30 min before lysis; Potency, µM (doses to about 57.5 µM), for inactives: at the highest dose activation, hits mostly activators; 320,000 compounds, 0.19% hits; also: potency is read from the fitted curve at half-maximal effect; % of control where 0% means no effect; nearly all actives have a fitted effect of over 45% in size
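ATM-like activity read as KAP-1 phosphorylation via AlphaLISA donor/acceptor antibody pairs after lysis and 6 hr at 25C. Cells were ATM-null patient fibroblasts ([…], hTERT), dosed 60 min, then exposed to the DSB inducer NCS for 30 min.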
* = called active by the depositor; ? = inconclusive; · = not tested or not shown; [ ] = remark or other dose. Unless noted, calls follow the shape of the dose curve; as a rule, active = well fitted curve in the direction sought with a large enough effect; inconclusive = small, poorly fitted or top-dose-only effect, or another doubt; inactive = no such curve, though single readings can be large; an effect the other way counts as inactive or inconclusive. Some of the compounds tested; count on the stated rates, not on these rows.

SMILES | Mito fusion act | CXXC DNA block | TCR activator | MBNL1-CUG inh | a7 integrin act | TSHR antagonist | TSG101-PTAP inh | ASM inhibitor | Menin-MLL TR inh | AT treatment
CC(=O)c1c(C)[nH]c(C(=O)COC(=O)c2ccc(C)s2)c1C | · | · | -4% | · | 0% | -22 | -1% | 0% | · | -4%
O=C(Nc1ccc(OCC(F)(F)C(F)F)cc1)c1ccncc1 | ? | ? | 6% | 2% | 1% | 2 | 0% | 0% | 19% | -2%
COc1cccc(-c2sc3ccc(OC)cc3c2-c2ccc(C(N)=O)cc2)c1 | -9% | · | 3% | · | -20% | 12 | -9% | 3% | · | -2%
O=c1[nH]c(C2CCN(S(=O)(=O)c3ccc4c(c3)OCCO4)CC2)nc2c1nnn2Cc1c(F)cccc1Cl | 1% | 13% | 3% | 0% | ? | -20 | -7% | 7% | 20% | 5%
CCc1ccccc1NC(=O)c1cccc(Oc2ccc([N+](=O)[O-])cc2Cl)c1 | ? | -1% | -4%[46.1 µM] | 3% | 18% | -10 | -4% | -6% | 0% | 0%
CC1CCC2C(=O)N(c3ccccc3OC(=O)c3ccccc3)C(=O)C2C1 (stereo not drawn) | 1% | 2% | 3% | 9% | -69%[inhibitor] | -2 | -3% | 4% | -19% | 1%
CCCCCCN1C=CC=C/C1=C/C=C(C#N)C#N | 13µM* | -5% | 1%[46.1 µM] | 17%[11.5 µM] | -7% | -23 | ? | -17% | ? | -5%
CSc1nc(N(C)CCO)c2sc3nc(-c4ccco4)c4c(c3c2n1)CCC4 | -1% | 3% | -2% | 22% | -7% | -14 | -13% | 4% | ? | -9%
Cc1nc(Nc2ccc3c(c2)OCO3)c2oc3ccccc3c2n1 | 21% | 2% | 4% | 14% | 4% | -15 | -2% | -3% | ? | 3%
CCCCCCCCc1nnc(N)s1 | 8% | 1% | 2% | -5% | -6% | -27 | 1% | -8% | · | -3%
CCC(=O)N1CCc2cc(S(=O)(=O)NC(C(=O)Nc3cccc(C)n3)C(C)C)ccc21 (stereo not drawn) | 8% | -7% | 0% | -14% | 16% | 25 | -2% | -2% | -9% | 4%
O=C(COC(=O)CN1C(=O)C2CC=CCC2C1=O)Nc1cc(C(F)(F)F)ccc1N1CCOCC1 (stereo not drawn) | -4% | 5% | 1% | 13% | -11% | -6 | -2% | -3% | -5% | -2%
COCCN(Cc1ccccc1)C(=O)c1ccc(C(=O)c2ccccc2)cc1 | 2% | · | 0% | · | 34% | 3 | -7% | -5% | · | 0%
Cc1ccc(C2=CC(=O)C[C@H](c3ccc(F)cc3)C2)cc1 | ? | · | 0% | · | 33% | -19 | -3% | -13% | · | 26%
COc1ccc(C(CC(=O)O)NC(=O)c2ccco2)cc1OC (stereo not drawn) | 2% | 1% | -1% | 2% | 0% | -10 | -1% | 0% | -1% | 10%
Cc1cc(C)cc(OCC(=O)N/N=C/c2ccccn2)c1 | 8% | -21% | -1% | -1% | ? | 1 | -11% | 0% | · | -3%
COc1ccc(C2CC(=O)c3cnc(NC(=O)c4ccccc4)nc3C2)cc1OC (stereo not drawn) | -5% | 3% | 0% | 9% | 28% | -9 | -5% | 3% | -2% | 12%
COc1ccc(NC(=O)C2CCCN(S(=O)(=O)c3cccc4nonc34)C2)cc1OC (stereo not drawn) | -1% | 3% | 1% | ? | -32% | -3 | -1% | -1% | 11% | -3%
Cc1ccc(NS(=O)(=O)c2cc(NC(=O)c3ccc4c(c3)NC(=O)CS4)ccc2C)c(C)c1 | 4% | 6% | -8% | -8% | 0% | -33 | 2% | ? | -25% | 1%
CN(C(=O)CSc1nnnn1C)C1(C#N)CCCCC1 | 2% | · | 1% | · | 2% | 17 | -7% | 3% | · | 6%
Cc1cccc(NC2(C(F)(F)F)N=C(c3ccccc3)NC2=O)n1 (stereo not drawn) | -3% | -1% | -1% | -1% | -6% | 9 | -2% | -1% | 24% | -1%
Cc1noc(C)c1S(=O)(=O)Nc1ccc2c(c1)C(=O)N([C@H](C)CO)C[C@H](C)[C@@H](CN(C)C(=O)Nc1ccccc1)O2 | · | · | -17% | · | 7% | -1 | -1% | -1% | · | 10%
CCc1ccc(-c2csc(NC(=O)Oc3ccccc3)n2)cc1 | 6% | 9% | -6%[46.1 µM] | -9% | ? | 2 | -1% | 0% | -18% | 2%
O=C(COc1ccccc1F)NNC(=O)c1ccc(F)c(S(=O)(=O)N2CCOCC2)c1 | · | · | -4% | · | -8% | 5 | -1% | -1% | · | -3%
Cc1ccc(C(=O)c2coc3ccc(O)c(Cl)c23)cc1 | 7% | -10% | 0% | 2% | 25% | 0 | -5% | -1% | -2% | 5%
The list goes on.
SMILES | Mito fusion act | CXXC DNA block | TCR activator | MBNL1-CUG inh | a7 integrin act | TSHR antagonist | TSG101-PTAP inh | ASM inhibitor | Menin-MLL TR inh | AT treatment
CC(=O)c1c(C)[nH]c(C(=O)/C(C#N)=C/c2cccc(C)c2)c1C | 3% | ? | -1% | 13% | 5% | -8 | -4% | -1% | 13% | 0%
O=C(CSCc1c(Cl)cccc1Cl)Nc1nccs1 | 3% | 10% | 0% | 8% | -8% | -22 | -5% | -5% | 25% | -10%
COc1ccc(-c2cc(-c3ccc(C)cc3)n[nH]2)c(O)c1 | -3% | 2% | 4% | -6% | 2% | -5 | 3% | 7% | · | 9%
CCOc1ccc(/C=C/C(=O)N(C)CC(=O)Nc2cccc(F)c2)cc1OCC | 1% | · | 0% | · | 12% | -2 | -1% | 59% | · | 6%
CCOC(=O)c1oc2ccccc2c1N | -1% | 3% | 5% | 14% | -20% | -4 | -1% | -1% | 3% | 6%
Cc1cccc(NC(=O)CCC2CCN(Cc3nccs3)CC2)c1 | -2% | 1% | 3% | -7% | 16% | 30 | -5% | 0% | · | 6%
CCN(CC)C(=O)Cn1cc(C(=O)C(=O)N2CCN(c3ccc(OC)cc3)CC2)c2ccccc21 | -1% | 4% | 5% | -5% | 23% | -1 | -13% | 4% | · | -1%
O=C(O)COc1ccccc1/C=N/NC(=O)c1cc(-c2ccccc2)nc2ccccc12 | 2% | -15% | 2% | ? | 14% | 4 | -2% | 13% | · | -5%
O=C(NCc1ccccc1)C1=C[C@@H](c2ccc(C(F)(F)F)cc2)C[C@@H](OCc2ccc(CO)cc2)O1 | 7% | -1% | 4% | 25% | -42% | -8 | -3% | -29% | 12% | 0%
Cc1c(NC(=O)c2cccc(NC(=O)Cc3ccc(F)cc3)c2)c(=O)n(-c2ccccc2)n1C | -4% | · | 1% | · | -14% | -13 | 0% | 3% | · | -12%
COc1ccccc1CNC(=O)C1CCN(S(=O)(=O)c2cccc3cccnc23)CC1 | 5% | 2% | -6% | 11% | 2% | -5 | -2% | 8% | -10%[11.7 µM] | 3%
O=C(CSc1nnc2c(Cl)cc(Cl)cn12)NC1CCS(=O)(=O)C1 (stereo not drawn) | ? | 1% | -58% | 15% | -15% | 22 | -3% | 1% | -6% | -3%
CCOCCOc1nc(C)cc(C)c1S(=O)(=O)c1ccccc1C | -4% | 5% | -2% | -4% | 18% | -9 | 1% | 9% | -7% | 2%
Cc1ccc(S(=O)(=O)N2CCN(c3ccnc4cc(Cl)ccc34)CC2)cc1 | 29% | 15% | -5% | 14% | -30% | -26 | -6% | -3% | 10% | 5%
O=C(CNC(=O)c1ccccc1)OCc1nnc(-c2ccccc2)o1 | -4% | · | 3% | · | 11% | 0 | -3% | 5% | · | -3%
O=C(c1cnn(C(=O)c2ccco2)c1)c1cc(F)ccc1O | · | · | 3% | · | 15% | 32 | -4% | 4% | · | 31%
CCOc1ccc(C(=O)COC(=O)c2nn(CC)c(=O)c3ccccc23)cc1 | -3% | · | -6% | · | 13% | 16 | -5% | -3% | · | -1%
O=C(Nc1nnc(C(F)(F)F)s1)C1COc2ccccc2O1 (stereo not drawn) | 7% | -4% | -7% | -10% | ? | -30 | -4% | -1% | 15% | 0%
CC(C)C(C)(C#N)NC(=O)COC(=O)C1CCN(S(=O)(=O)c2ccc3c(c2)OCCO3)CC1 (stereo not drawn) | · | · | 1% | · | -1% | · | 1% | 3% | · | ·
